# HCV NS3h FP – blocks HCV NS3 helicase binding to DNA; 16,000 compounds, 1.6% hits; AID 687043; inhibition, % at 100 µM; NS3h Cy5-dT15 DNA binding, fluorescence polarization;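 active means inhibition above the average over every tested compound plus 3 SD, cut at about 40% in these data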
# Cy5 interf NS3h – Cy5 fluorescence interference, HCV helicase counter-screen | Cy5-dT15 DNA with NS3h; actives lie on both sides; signal over control mean, under 1 quenches | fluorescence interference ratio at 100 µM | 16,000 compounds, 6% hits;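 active means compound fluorescence over control fluorescence at most 0.8, a quencher, or at least a set upper limit, an enhancer; inactive means ratio between 0.8 and the set upper limit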
# Numbers without * were called inactive.
# Start of the listing, in advance, two compounds:
SMILES,HCV NS3h FP,Cy5 interf NS3h
O=C(Nc1c(-c2cccs2)nc2ccccn12)c1ccc(Cl)cc1,15.2,0.907
O=C(/C=C/c1ccc(OCc2ccccc2)cc1)c1ccc2c(c1)OCCO2,10.3,1.03

# This part in full (from the top)
SMILES,HCV NS3h FP,Cy5 interf NS3h
O=C(Nc1c(-c2cccs2)nc2ccccn12)c1ccc(Cl)cc1,15.2,0.907
O=C(/C=C/c1ccc(OCc2ccccc2)cc1)c1ccc2c(c1)OCCO2,10.3,1.03
COc1ccc(S(=O)(=O)Nc2c(C)cc(C)cc2C)cc1,25.8,1.04
COC(=O)C1=C(C)NC2=C(C(=O)c3ccccc32)C1c1cc(OC)c(OC)c(OC)c1 (centres undefined),-12.5,1.03
COC(=O)C1=C(C)NC2=C(C(=O)c3ccccc32)C1c1ccc(-c2cc([N+](=O)[O-])ccc2Cl)o1 (centres undefined),-6.1,1.05

# Two neighbouring records from above, for reference:
SMILES,HCV NS3h FP,Cy5 interf NS3h
O=C(/C=C/c1ccc(OCc2ccccc2)cc1)c1ccc2c(c1)OCCO2,10.3,1.03
COc1ccc(S(=O)(=O)Nc2c(C)cc(C)cc2C)cc1,25.8,1.04

# These rows are one share of the data; count on the stated rates, not on these rows.
